OXTR potentiator – human OXTR potentiators, primary screen, fluorescence, CHO-OTR cells, Fluo-8 calcium; Fluo-8 calcium fluorescence, potentiator mode; 0% = oxytocin EC15, 100% = EC100; activation, % at 3 µM; Oxytocin receptor (Homo sapiens), P30559; 320,000 compounds, 0.061% hits; AID 2445, 2010;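 active means activation above that plate's cutoff, the mean activation of tested compounds plus 3 SD, cut at about 6.6% in these data, passing the limit was not always enough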;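 further: 100% uses oxytocin at 75 nM as the full agonist control; some results filed as inactive read as strong as hits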
Target sequence (P30559 whole entry, looked up): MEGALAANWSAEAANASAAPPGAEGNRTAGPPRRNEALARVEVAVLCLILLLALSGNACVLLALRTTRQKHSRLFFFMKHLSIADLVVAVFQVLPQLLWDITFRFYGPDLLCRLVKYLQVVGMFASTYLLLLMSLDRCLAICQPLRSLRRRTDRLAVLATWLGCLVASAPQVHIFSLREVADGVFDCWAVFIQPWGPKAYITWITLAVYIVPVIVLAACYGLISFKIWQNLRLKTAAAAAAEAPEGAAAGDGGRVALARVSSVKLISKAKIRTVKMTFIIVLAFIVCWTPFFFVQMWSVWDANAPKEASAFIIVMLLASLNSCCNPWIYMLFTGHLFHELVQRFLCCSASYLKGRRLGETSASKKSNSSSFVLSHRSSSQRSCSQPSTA
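Replication – single well per compound, singlicate · Assay system – CHO cell line stably expressing human OTR · Timing – 6 min pre-incubation, 100 s read · Measure – normalized max/min fluorescence ratio, % activation · Doses – 3.0 µM, one dose · Detection – Fluo-8 calcium dye fluorescence · Probe or stimulus – oxytocin near EC15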
TAAR1 antag – human TAAR1 antagonists, primary screen, Fluo-8 calcium fluorescence, CHO RD-HGA16 cells. 360,000 compounds, 1.5% hits. Trace amine-associated receptor 1 (Homo sapiens), Q96RJ0. inhibition, % at 3 µM. antagonist;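 active means inhibition above a per-plate cutoff, the mean inhibition of test compounds on that plate plus 3 SD, cut at about 49% in these data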;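 further: 0% = DMSO plus EC80 beta-PEA response and 100% = DMSO alone without agonist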
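Test system: RD-HGA16 CHO cells with stable hTAAR1 and Gα16 / Probe or stimulus: EC80 β-phenethylamine stimulus / Times: seeding 17-24 h prior, 75-min 37 °C, 30-min RT dye loading / Detection: Fluo-8 calcium-sensitive fluorescence / Read-out basis: % inhibition scaled between DMSO and EC80 PEA controls / Repeats: singlicate, one well per test compound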
CHO-K1 Ca antag – counter-screen for M1 antagonists: effect in parental CHO-K1 cells. ATP-induced calcium, Fluo-8 fluorescence. inhibition, % at 3 µM. 360,000 compounds, 0.6% hits;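 active means inhibition above a per-plate cutoff, the plate's mean sample inhibition plus 3 SD, cut at about 24% in these data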;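 further: 0% = DMSO plus EC80 ATP and 100% = DMSO alone without ATP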
M1 ag parental – counter-screen for M1 agonists: effect in parental CHO-K1 cells | AID 602248, 2012 | 360,000 compounds, 0.48% hits | activation, % at 3 µM | Fluo-8 calcium fluorescence; scaled to maximal ATP response, vehicle zero; in the data active means activation above about 15%;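 further: untransfected CHO-K1 host cells lacking M1 receptor as counterscreen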
M1 ag – human M1 muscarinic receptor agonists, primary screen, Fluo-8 calcium fluorescence, CHO-K1 cells, HTS | AID 588814, 2011 | Muscarinic acetylcholine receptor M1 (Homo sapiens), P11229 | 360,000 compounds, 0.33% hits | activation, % at 3 µM | CHO-K1 hM1, agonist mode; 0% DMSO, 100% acetylcholine EC100;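 active means activation above the run's mean compound activation plus 3 SD, cut at about 16% in these data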;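 further: peak over basal fluorescence ratio within a 140 s kinetic read after compound addition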
Target sequence (P11229 whole entry, looked up): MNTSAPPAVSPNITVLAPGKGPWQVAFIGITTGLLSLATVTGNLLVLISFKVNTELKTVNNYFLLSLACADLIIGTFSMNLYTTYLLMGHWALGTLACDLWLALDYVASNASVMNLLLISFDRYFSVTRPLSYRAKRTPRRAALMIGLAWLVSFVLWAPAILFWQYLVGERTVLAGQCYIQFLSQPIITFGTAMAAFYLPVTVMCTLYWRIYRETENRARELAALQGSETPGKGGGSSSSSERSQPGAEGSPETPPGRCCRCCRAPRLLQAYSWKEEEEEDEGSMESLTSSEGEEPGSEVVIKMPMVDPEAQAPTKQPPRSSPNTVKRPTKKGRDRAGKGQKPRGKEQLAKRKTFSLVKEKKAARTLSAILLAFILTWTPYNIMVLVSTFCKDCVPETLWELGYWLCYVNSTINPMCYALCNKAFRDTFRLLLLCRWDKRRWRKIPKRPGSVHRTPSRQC
TAAR1 agonist – human TAAR1 agonists, primary screen, Fluo-8 calcium fluorescence, CHO RD-HGA16 cells; Trace amine-associated receptor 1 (Homo sapiens), Q96RJ0; 360,000 compounds, 0.99% hits; AID 624467, 2012; activation, % at 3 µM; vehicle wells 0%, saturating PEA agonist 100%;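 active means activation above the mean activation of all test compounds in the run plus 3 SD, cut at about 38% in these data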
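Test system: RD-HGA16 (CHO) cells co-expressing Gα16 and hTAAR1 / Benchmarks: DMSO vehicle as 0%, PEA at EC100 as 100% / Repeats: no replicates (n 1) / Measure: % activation from peak over basal fluorescence ratio, DMSO-to-PEA scaled / Timing: 17-24 h plating, Fluo-8 75 min 37 °C, 30 min RT / Technique: kinetic Fluo-8 calcium fluorescence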
M1 PAM parental – nonselective calcium activators in parental CHO-K1 cells, primary screen, counter-screen for M1 PAM project, cell-based, Fluo-8 calcium fluorescence, full deck, 1536-well. AID 602247, 2012. 360,000 compounds, 0.02% hits. ATP EC20; 0% at ATP EC20, 100% at ATP max. activation, % at 3 µM;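 active means activation above the run cutoff, the mean activation of all test compounds plus 3 SD, cut at about 40% in these data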;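 further: peak over basal fluorescence ratio in a 140 s read after ATP addition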
CHRM1 antagonist – human M1 muscarinic receptor antagonists, primary screen, CHO-K1 cells, Fluo-8 calcium fluorescence, 1536-well; 360,000 compounds, 1.3% hits; Muscarinic acetylcholine receptor M1 (Homo sapiens), P11229; CHO-K1 hM1, ACh EC80 antagonist; inhibition, % at 3 µM;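 active means percent inhibition above its own plate's cutoff, namely the mean of that plate's compound wells plus 3 SD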;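 further: peak over basal fluorescence ratio during 140 s after agonist addition; 0% = ACh EC80 plus DMSO and 100% = DMSO alone without agonist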
CHO parental Ca – ATP-evoked calcium signal inhibitors, parental CHO, primary screen, counter-screen for OX1R antagonist project, cell-based, fluorescence, Fluo-8 calcium dye; 330,000 compounds, 0.63% hits; parental CHO-K1, ATP-induced calcium, Fluo-8 fluorescence; inhibition, % at 5.6 µM; AID 463079, 2010;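 active means inhibition above that plate's mean sample inhibition plus 3 SD, cut at about 26% in these data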;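 further: 0% = ATP-challenged DMSO wells and 100% = DMSO wells without ATP; some compounds past the cut are filed as inactive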
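Material: parental CHO cells / Compound: single nominal dose of 5.6 µM per compound / Signal: Fluo-8 fluorescence / Replicates: singlicate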
* = called active by the depositor; · = not tested or not shown.

SMILES	OXTR potentiator	TAAR1 antag	CHO-K1 Ca antag	M1 ag parental	M1 ag	TAAR1 agonist	M1 PAM parental	CHRM1 antagonist	CHO parental Ca
Cc1cccc(C)c1OCc1n[nH]c(=S)n1N	-3	-7	-3	-0.1	-1	4	-7	-16	-3
CCc1ccc(-c2cc(C)no2)cc1S(=O)(=O)Nc1cccc(CN2CCCC2)c1	-12	-1	-23	2.4	-12	3	12	-7	-9
COCCCNC(=O)c1ccc(N(C)S(=O)(=O)c2ccc(OC)cc2)cc1	-4	4	3	0.1	-1	1	-3	-12	-14
O=C(O)C1C2C=CC(C2)C1C(=O)Nc1ccc(Cl)c(Cl)c1 (stereo not given)	-1	-12	-7	1.0	-3	2	10	-11	4
COc1ccc(NC(=O)CC2C(=O)N(c3cccc(OC)c3)C(=O)N2CCC(C)C)cc1 (stereo not given)	-6	17	-17	2.6	-6	4	13	-2	-21
C=CCn1c(SCC(=O)Nc2c(C)n(C)n(-c3ccccc3)c2=O)nnc1-c1cccnc1	1	-32	-4	0.0	-1	3	5	-26	-5
COc1cccc(N2CCN(c3ccc4nnc(CCC(=O)Nc5ncccc5C)n4n3)CC2)c1	-21	10	0	2.5	-4	4	8	38*	-4
COc1ccc2[nH]c(C(=O)N3CCC(Cc4ccccc4)CC3)cc2c1	-6	·	-16	0.2	-2	·	-5	-7	-11
CCCNC(=O)CSc1nc(Cc2ccccc2)nc2ccccc12	-4	-15	-8	0.4	-5	0	16	-12	-22
OCC1(Cc2ccccc2)CCN(Cc2ccccn2)CC1	-11	-19	-13	0.3	-5	5	8	-8	-3
O=C(c1ccccc1)c1sc(N2CCOCC2)nc1-c1ccccc1	-11	8	10	3.2	-10	4	4	7	-4
COc1ccc(OCc2nn3c(-c4ccccn4)nnc3s2)cc1	-9	13	1	0.5	-1	3	18	-20	-9
COc1ccc(NC(=O)/C(C#N)=C/c2ccc(OCc3ccccc3F)cc2)cc1	-7	16	-7	0.6	-1	6	18	8	2
COc1ccc(C)cc1N/C(N)=N/c1nc(C)cc(C)n1	0	-11	-11	2.6	-11	18	24	-8	-13
CCC(C)(C)NC(=O)c1ccc(Br)o1	0	-5	-17	1.6	-5	5	25	-3	-4
O=C(Nc1nnc(C2CCCC2)s1)C1CCN(S(=O)(=O)c2ccc(Cl)cc2)CC1	-4	-16	-22	0.6	-3	5	10	-11	-7
O=C(N/C=N/OCc1cccc(C(F)(F)F)c1)N1OC[C@@H]2COc3ccc4ccccc4c3[C@@H]21	-1	6	6	-0.1	0	9	-5	-10	-17
O=C(N/N=C/c1cccnc1)C12CC3CC(CC(C3)C1)C2	-11	2	-6	-0.2	-3	6	7	-5	-7
COc1ccc(C(C(=O)NC2CCCCC2)N(CC2CCCO2)C(=O)CNC(=O)c2ccco2)cc1 (stereo not given)	0	-3	-12	0.3	-2	7	15	-9	-2
Cc1ccc(C(=O)/C=C/c2ccc(-c3ccccc3[N+](=O)[O-])o2)cc1	-8	13	22	-0.2	1	4	-10	1	-20
O=C1NCCN/C1=C\C(=O)c1ccc(Cl)cc1	-4	-8	-7	2.9	1	3	10	-19	-4
CCN(C(=O)CN1C(=S)NC(C)(C)CC1C)c1ccc(C)c(C)c1 (stereo not given)	-9	8	-2	-0.3	-3	1	17	-15	-18
COc1ccc(C2C(C(=O)c3ccco3)=C(O)C(=O)N2c2nnc(C)s2)cc1OC (stereo not given)	-8	-29	0	0.5	0	0	-23	-6	10
O=C(CN1CCN(S(=O)(=O)c2ccc(Br)cc2)CC1)N/N=C/c1cccs1	-7	-12	-9	1.3	-8	11	16	-8	-18
Cc1nnc2c3ccccc3c(-c3cccs3)nn12	-2	-4	-6	0.9	-4	-2	4	-6	-11
(cont.)
SMILES	OXTR potentiator	TAAR1 antag	CHO-K1 Ca antag	M1 ag parental	M1 ag	TAAR1 agonist	M1 PAM parental	CHRM1 antagonist	CHO parental Ca
O=C(Nc1ccnn1C1CCN(C(=O)Cc2cccc(Cl)c2)CC1)C1CC1	0	6	-1	0.3	0	2	-22	2	8
COc1ccccc1CNC(=O)c1ccc(OC(C)C)cc1	-11	8	2	-0.6	-3	-1	9	5	-3
N#Cc1c(Cl)nc(N/N=C/c2ccccc2)c(Cl)c1Cl	-10	29	-9	1.0	-6	10	17	-14	-14
CN(C)CCCNCCNC(=O)/C=N\O	2	-8	-6	1.1	-5	-1	11	-5	-6
Cc1cc(C)n(CCN(C)C(=O)CCc2nnc(-c3ccc4c(c3)OCO4)o2)n1	-1	-27	-6	0.0	-7	3	13	-6	-13
Cc1csc(NC(=O)CN2C(=O)c3ccccc3C2=O)c1C(N)=O	4	-24	-7	0.7	-3	-1	11	-6	-18
O=C(CSc1nnc(C2CC2)n1CC1CCCO1)Nc1cccc(Cl)c1 (stereo not given)	-5	15	-16	1.7	-2	1	7	-19	7
Oc1ccc(Cl)cc1C1=NNC(c2ccc(Cl)cc2)C1 (stereo not given)	-5	25	-4	0.3	0	0	20	-5	-25
COc1ccccc1CNC(=O)COc1ccc(S(=O)(=O)N2CCCC2)cc1	2	5	8	0.1	-1	0	-5	6	-4
CC(=O)N1CCN(C(=O)c2ccc3c(c2)S(=O)(=O)c2ccccc2C3=O)CC1	2	1	-14	0.2	-6	3	-10	-4	-14
COc1ccc(N2CCN(S(=O)(=O)c3ccc(C(=O)NC4CCCC4)cc3)CC2)cc1	1	-12	22	-0.3	10	2	-18	-28	-5
Cc1nonc1OCCNc1ccc([N+](=O)[O-])cc1	-5	19	0	0.7	-7	3	7	-8	-8
CC1CCCCN1S(=O)(=O)c1ccc(S(=O)(=O)N(Cc2ccccc2)Cc2ccco2)cc1 (stereo not given)	-5	-10	-8	0.4	-2	4	11	10	19
CCCN1C2CCCC1CC(NC(=O)c1cc(OC)c(OC)c(OC)c1)C2 (stereo not given)	-13	-7	6	-0.4	-5	1	-6	-18	-9
O=c1c2ccccc2nc(/C=C/c2ccc(Cl)cc2)n1CCO	-18	16	-8	3.6	-4	2	13	-12	-18
O=C(c1ccccc1)N1CCn2c1nc1ccccc12	-4	-6	-20	0.0	-2	2	15	-16	-2
COc1cc(NC(=O)C/C(C)=N/NC(=O)c2ccccn2)c(OC)cc1Cl	3	-13	-11	0.7	-4	1	13	-9	-10
COc1cc(C(=O)NCCCN2CCCC2=O)cc(OC)c1OC	0	-9	-22	0.2	-4	6	9	-9	9
O=C(Nc1ccc(S(=O)(=O)Nc2cnc3ccccc3n2)cc1)c1cc(F)c(F)cc1Cl	-22	4	-6	0.0	-5	2	0	0	-8
O=C(COc1ccc(S(=O)(=O)N2CCOCC2)cc1)NCc1ccccn1	-11	-18	-10	0.5	-2	1	6	-8	1
O=C(Nc1ccccc1C(=O)NCc1cccnc1)c1cccc([N+](=O)[O-])c1	5	17	-3	2.9	-4	3	15	4	-14
COc1cccc(C(NC(C)=O)c2nc(-c3ccccc3C)cs2)c1 (stereo not given)	·	-3	8	0.5	-1	2	4	-5	·
COc1ccc2cc(S(=O)(=O)N3CCCC(C)C3)ccc2c1 (stereo not given)	-8	-21	3	0.6	-7	0	-27	1	6
COc1ccc(OC(=O)c2cnc3n(c2=O)CCS3)cc1	1	-2	-2	1.1	-2	5	11	-5	-3
O=C(Nc1ccccc1N1CCOCC1)c1cccc2ccccc12	·	3	-4	5.3	-1	3	22	-10	·
O=C(Nc1cccc(Cl)c1)NC1(C(=O)NCc2cccs2)CCCCC1	-6	-3	2	1.0	-1	6	-10	-5	-6

Nothing new here: entries from further up.
SMILES	OXTR potentiator	TAAR1 antag	CHO-K1 Ca antag	M1 ag parental	M1 ag	TAAR1 agonist	M1 PAM parental	CHRM1 antagonist	CHO parental Ca
O=C(Nc1ccnn1C1CCN(C(=O)Cc2cccc(Cl)c2)CC1)C1CC1	0	6	-1	0.3	0	2	-22	2	8
COc1ccccc1CNC(=O)c1ccc(OC(C)C)cc1	-11	8	2	-0.6	-3	-1	9	5	-3
N#Cc1c(Cl)nc(N/N=C/c2ccccc2)c(Cl)c1Cl	-10	29	-9	1.0	-6	10	17	-14	-14
CN(C)CCCNCCNC(=O)/C=N\O	2	-8	-6	1.1	-5	-1	11	-5	-6
Cc1cc(C)n(CCN(C)C(=O)CCc2nnc(-c3ccc4c(c3)OCO4)o2)n1	-1	-27	-6	0.0	-7	3	13	-6	-13
Cc1csc(NC(=O)CN2C(=O)c3ccccc3C2=O)c1C(N)=O	4	-24	-7	0.7	-3	-1	11	-6	-18
O=C(CSc1nnc(C2CC2)n1CC1CCCO1)Nc1cccc(Cl)c1 (stereo not given)	-5	15	-16	1.7	-2	1	7	-19	7
Oc1ccc(Cl)cc1C1=NNC(c2ccc(Cl)cc2)C1 (stereo not given)	-5	25	-4	0.3	0	0	20	-5	-25
COc1ccccc1CNC(=O)COc1ccc(S(=O)(=O)N2CCCC2)cc1	2	5	8	0.1	-1	0	-5	6	-4
CC(=O)N1CCN(C(=O)c2ccc3c(c2)S(=O)(=O)c2ccccc2C3=O)CC1	2	1	-14	0.2	-6	3	-10	-4	-14
COc1ccc(N2CCN(S(=O)(=O)c3ccc(C(=O)NC4CCCC4)cc3)CC2)cc1	1	-12	22	-0.3	10	2	-18	-28	-5
Cc1nonc1OCCNc1ccc([N+](=O)[O-])cc1	-5	19	0	0.7	-7	3	7	-8	-8
CC1CCCCN1S(=O)(=O)c1ccc(S(=O)(=O)N(Cc2ccccc2)Cc2ccco2)cc1 (stereo not given)	-5	-10	-8	0.4	-2	4	11	10	19
CCCN1C2CCCC1CC(NC(=O)c1cc(OC)c(OC)c(OC)c1)C2 (stereo not given)	-13	-7	6	-0.4	-5	1	-6	-18	-9

Assay outcomes: PubChem, The Scripps Research Institute Molecular Screening Center
